From PubChem BioAssay
Pf growth 48h: Primary qHTS for delayed death inhibitors of the malarial parasite plastid, 48 hour incubation. 5.9% of 310,000 active. AID 504832, 2011. Potency, µM (series often up to 28.7 µM), for the others: at the highest dose activity change, negative = inhibition, actives largely listed as inhibitors. P. falciparum luciferase growth in erythrocytes, 48 h; note: potency is the fitted concentration of half-maximal effect; % is set by controls: 0 for no effect and ±100 for the full control effect
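Luciferase-expressing parasites in RBCs, 2% Hct / 0.1% parasitemia final; RPMI 1640 + 0.5% Albumax; 37 C, 5% CO2, one generation; luminescence read-out, lower signal = inhibition.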
Pf growth 96h: Primary qHTS for delayed death inhibitors of the malarial parasite plastid, 96 hour incubation. P. falciparum luciferase reporter growth, 96 h. Potency, µM (doses to about 28.7 µM), without a hit: at the top dose activity change, negative = inhibition, hits mostly inhibitors. 6.9% of 320,000 active; note: potency is the fitted concentration of half-maximal effect; % is set by controls: 0 for no effect and ±100 for the full control effect
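P. falciparum expressing integrated firefly luciferase grown in erythrocytes (2% hematocrit, 0.05% parasitemia final) with compounds for 96 hours at 37 C, 5% CO2. Growth inhibition read as loss of luminescence after adding luciferase detection reagent.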
AmpC no deterg: qHTS Inhibitors of AmpC Beta-Lactamase (assay without detergent) | P00811 | AmpC nitrocefin hydrolysis, absorbance 480 nm, 0.0001% Triton | Potency, µM (top dose mostly 57.1 µM), without a hit: at the top dose activity change, negative = inhibition, hits mostly inhibitors | 0.52% of 330,000 active;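 note: potency is the fitted concentration of half-maximal effect; plate controls were no compound for no effect and no enzyme for full effect; nearly all actives have a fitted effect of over 20% in size; some results filed as inactive show a strong effect at the top dose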
Target sequence (P00811 whole entry, looked up): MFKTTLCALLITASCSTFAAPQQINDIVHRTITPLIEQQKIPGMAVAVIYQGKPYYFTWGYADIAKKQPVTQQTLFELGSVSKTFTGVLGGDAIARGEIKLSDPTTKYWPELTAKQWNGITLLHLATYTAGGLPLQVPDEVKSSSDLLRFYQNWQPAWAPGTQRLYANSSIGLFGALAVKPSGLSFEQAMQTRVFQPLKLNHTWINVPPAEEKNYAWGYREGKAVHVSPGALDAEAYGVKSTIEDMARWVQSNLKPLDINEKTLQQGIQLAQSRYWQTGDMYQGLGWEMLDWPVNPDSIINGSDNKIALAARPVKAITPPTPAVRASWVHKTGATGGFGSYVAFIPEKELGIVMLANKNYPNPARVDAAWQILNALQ
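20 mM phosphate pH 7.0 + 0.01% (detergent screen) or 0.0001% Triton X-100; 5.3 nM AmpC reagent; cpd preinc 15 min RT; nitrocefin (800 uM stock) to start; A480 q20 s × 4 min; Activity was normalised to no-enzyme and no-compound control wells.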
LmPK inhibitor: qHTS Assay for Inhibitors of Leishmania Mexicana Pyruvate Kinase (LmPK) | Q27686 | purified LmPK, Kinase-Glo ATP luminescence, 1 h | Potency, µM (highest dose often 57.5 µM), for inactives: top-dose activity change, negative = inhibition, usual class: inhibitors | 0.37% of 290,000 active | AID 1721, 2009; note: potency is the fitted concentration of half-maximal effect; % is set by controls: 0 for no effect and ±100 for the full control effect
Target sequence (Q27686 whole entry, looked up): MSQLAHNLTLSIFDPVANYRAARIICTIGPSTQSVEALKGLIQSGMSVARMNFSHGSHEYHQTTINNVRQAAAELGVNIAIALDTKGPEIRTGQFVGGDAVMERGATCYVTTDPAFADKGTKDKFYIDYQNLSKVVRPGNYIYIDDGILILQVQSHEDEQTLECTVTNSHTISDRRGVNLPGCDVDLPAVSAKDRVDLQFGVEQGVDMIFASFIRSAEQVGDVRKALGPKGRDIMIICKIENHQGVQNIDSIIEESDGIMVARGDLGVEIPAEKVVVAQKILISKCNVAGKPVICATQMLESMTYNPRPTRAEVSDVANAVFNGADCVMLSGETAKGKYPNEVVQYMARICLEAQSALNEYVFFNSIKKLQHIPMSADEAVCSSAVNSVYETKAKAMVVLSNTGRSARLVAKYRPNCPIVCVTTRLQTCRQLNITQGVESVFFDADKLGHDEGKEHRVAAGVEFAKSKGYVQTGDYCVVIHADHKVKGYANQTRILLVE
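Kinase-Glo luminescence read after 1 h RT reaction of 0.1 nM LmPK with 0.5 mM PEP and 0.1 mM ADP. Activity scaled between uninhibited and enzyme-free controls.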
TbPYK inhibitor: qHTS of Trypanosoma Brucei Inhibitors | AID 624173, 2012 | Potency, µM (series often up to 76.8 µM), for the others: top-dose activity, negative = inhibition, actives largely listed as inhibitors | pyruvate kinase (Trypanosoma brucei), Q57TT1 | 0.12% of 410,000 active | TbPYK enzyme, Kinase-Glo Plus ATP luminescence, 45 min; note: potency is the fitted concentration of half-maximal effect; % is set by controls: 0 for no effect and ±100 for the full control effect; nearly all actives have a fitted effect of over 50% in size
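Quantitative HTS: titrated library compounds versus trypanosomal pyruvate kinase in TEA buffer (pH 7.2) containing KCl, MgCl2, BSA and Tween-20. Reactions were initiated with ADP, 130 uM final. Kinase-Glo Plus luminescence was read after 45 min at RT.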
Cycloheximide cs: Cycloheximide Counterscreen for Small Molecule Inhibitors of Shiga Toxin; AID 2314, 2010; 12% of 300,000 active; max response, %; cell reporter, cycloheximide protein synthesis inhibition counterscreen; in the data active = max response mostly above about 13%, no sharp cut-off; inactive = mostly below about 14%; note: read at 38.3 µM for the half of the compounds with a filed dose; 0% is about no effect
Shiga inhibitor: A qHTS for Small Molecule Inhibitors of Shiga Toxin; Vero cells, Shiga toxin protein synthesis inhibition reporter; inhibition, % at 38.7 µM; 9.2% of 290,000 active; AID 2315, 2010; in the data active = inhibition mostly above about 28%, no sharp cut-off; inactive = mostly below about 43%; note: 0% is about no effect
Numbers without * were called inactive; ? = inconclusive; · = not tested or not shown; & = joins results of further samples; [ ] = dose if it differs, or a comment. Unless noted, calls come from the whole dose curve; as a rule, active = well fitted curve in the direction sought with a large enough effect; inconclusive = small, poorly fitted or top-dose-only effect, or another doubt; inactive = no such curve, though single readings can be large; an effect the other way counts as inactive or inconclusive. An unsorted share of the library, and some 22% of all compounds hit somewhere here.

The first two entries as a preview:
Compound	Pf growth 48h	Cycloheximide cs	Shiga inhibitor	AmpC no deterg	TbPYK inhibitor	Pf growth 96h	LmPK inhibitor
CC1CN(C(=O)COC(=O)c2cc(Cl)ccc2[N+](=O)[O-])CC(C)O1 (stereo not drawn)	14.8%	-3.8	-6.2	-3.6%	-0.4%	14.2%	4.8%
O=c1[nH]cnc2c1c(-c1ccccc1)cn2-c1ccc(Br)cc1	-16.7%	-3.5	-0.2	-41.8%	8.8%	?	0.7%

The list itself, from the start:
Compound	Pf growth 48h	Cycloheximide cs	Shiga inhibitor	AmpC no deterg	TbPYK inhibitor	Pf growth 96h	LmPK inhibitor
CC1CN(C(=O)COC(=O)c2cc(Cl)ccc2[N+](=O)[O-])CC(C)O1 (stereo not drawn)	14.8%	-3.8	-6.2	-3.6%	-0.4%	14.2%	4.8%
O=c1[nH]cnc2c1c(-c1ccccc1)cn2-c1ccc(Br)cc1	-16.7%	-3.5	-0.2	-41.8%	8.8%	?	0.7%
COc1ccc2c(c1)OC1=C(C(=O)CCC1)C2C1=C(O)CCCC1=O (stereo not drawn)	2.5%	-3.6	-5.4	-15.3%	-15.6%	76.5%[activator]	-0.2%
CCc1nccn1CCC(=O)N1CCCC(Nc2ccc(F)cc2)C1 (stereo not drawn)	10.3%	-1.9	-6.3	-14.8%	3.5%	?	0.4%
CC(C)(C)Cc1nnc(NC(=O)CN2C(=O)c3ccccc3C2=O)s1	13.6%	0.5	16.6	-17.4%	0.1%	0.0%	-7.3%
CN(C(=O)Cc1c(C(=O)O)n(C)c2ccccc12)c1ccc(Cl)cc1	·	-2.1	19.8	-13.5%	7.0%	44.6%[activator]	-1.0%
Cc1cccc(-n2cccc2)c1C#N	-0.4%	-0.8	44.4	-11.8%	-0.3%	40.6%[activator]	-3.1%
CCCC(=O)Nc1ncnc2c1ncn2[C@@H]1O[C@@H]2COP(=O)(O)O[C@H]2[C@H]1OC(=O)CCC	27.6%	-1.5&4.9	-6.3&-8.9	0.0%	-6.3%&5.5%	?	-2.9%
CC(NS(=O)(=O)c1ccc2c(c1)C(=O)c1cc(S(=O)(=O)NC(C)C(=O)O)ccc1-2)C(=O)O (stereo not drawn)	-9.2%	-1.3	-4.7	-7.8%	1.0%	2.2%	-2.6%
COc1ccc(C(=O)NCCS(=O)(=O)N2CCOCC2)cc1	15.1%	·	·	?	-1.1%	36.1%[activator]	·
COC(=O)c1ccccc1NC(=O)C1CC(c2ccc(F)cc2)=NO1 (stereo not drawn)	28.0%	-4.2	25.2	-8.8%	-2.7%	10.4µM*	4.6%
COc1ccc(CCNC(=O)c2cc(-c3ccc(C)c(C)c3O)n[nH]2)cc1OC	·	10.9	6.2	70.8%[activator]	3.5%	14.7µM*	2.4%
CCn1cnc2sc(C)c(C)c2c1=O	·	-3.0	-9.9	-13.4%	·	-16.7%	-2.0%
Cn1c(=O)c2c(nc(SCc3nc(N)nc(N4CCCCC4)n3)n2C)n(C)c1=O	-6.0%	-5.7	-18.3	-5.8%	5.7%	?	-4.1%
COc1cc(OC)cc(C(=O)Nc2ccccc2S(=O)(=O)N2CCCC2OC(C)=O)c1 (stereo not drawn)	10.9%	-1.8	25.3	126.9%[activator]	-5.0%	33.9%[activator]	-5.1%
C=C(C)CSc1cc(C)c(C#N)c2nc3ccccc3n12	?	0.5	9.5	-2.1%	?	?	-5.4%
COC(=O)C1CC(O)CN1S(=O)(=O)c1ccc2ccccc2c1 (stereo not drawn)	-21.7%	·	·	-8.8%	-11.1%	0.5%	·
CSc1ccc(S(=O)(=O)N(CC(=O)NCc2ccccn2)c2ccc(C)cc2)cc1	?	-0.5	3.7	107.6%[activator]	9.0%	12.9%	2.8%
COc1ccccc1C(=O)Nc1ccccc1C(=O)N1CCCC1	-0.4%	-1.4	-3.9	-13.4%	-1.6%	·	0.3%
CCN(CC)c1ccc(S(=O)(=O)N2CCOCC2)cc1NC(=O)COC(=O)/C=C/c1ccc(C)o1	?	·	·	49.7%	-11.9%	-6.2%	·
CCOCc1c(C(=O)N2CCN(Cc3ccc(Br)s3)CC2)oc2ccccc12	13.1µM*	·	·	108.0%[activator]	0.5%	?	·
CC(C)CN(C(=O)/C=C/c1nc2ccccc2s1)C1CCS(=O)(=O)C1 (stereo not drawn)	?	·	·	15.8%	0.7%	7.38µM*	·
O=C(CSc1nnc(CNc2ccc(F)cc2)n1Cc1ccco1)N1CCOCC1	-13.0%	-5.4	-11.5	15.3%	-7.1%	?	-0.3%
Cc1ccc(SCCC(=O)N2CCN(S(=O)(=O)c3ccccc3)CC2)cc1	?	·	·	8.6%	-6.2%	?	·
CN(C)Cc1c(O)ccc2ccccc12	?	0.7	18.1	-32.3%	-0.9%	-3.3%	5.0%
CSC1=NCCN1C(=O)c1c(-c2c(F)cccc2Cl)noc1C	7.8%	-0.6	-7.2	-0.2%	0.2%	-10.7%	6.3%
O=C1/C(=C\c2cccnc2)SC(=S)N1c1ccc(F)cc1	0.0%	5.0	26.2	-14.6%[11.4 µM]	-24.7%	-9.0%	-0.5%
O=S(=O)(c1ccccc1)N1CCN(C(=S)NC2CCCC2)CC1	?	1.9	-7.1	-44.2%	-4.6%	-22.5%	-0.5%
CC(=O)Nc1ccc(NS(=O)(=O)c2ccc(CN3C(=O)c4cccnc4C3=O)cc2)cc1	-34.8%	5.4	-12.2	-10.4%	-1.0%	-7.3%	-2.2%
CCN(CC)CCn1c2c(c(SCC(=O)Nc3nc(C)cs3)nc1=O)CCC2	-2.0%	·	·	8.3%	2.6%	?	·
Cc1cc(C)cc(NC(=O)CN2CCN(CCN=CC3=C(O)CC(C)(C)CC3=O)CC2)c1	6.0%	-1.4	15.0	8.1%	-1.5%	8.4%	5.2%
CCCCN(CCCNC(=O)c1ccc2nc(N3CCOCC3)sc2c1)Cc1ccccc1	·	-3.9	-11.4	53.7%	6.3%	120.7%[activator]	-1.0%
CC(/C=N\NC(=O)c1ccc2c(c1)OCO2)c1ccccc1 (stereo not drawn)	15.7%	26.8*	45.5*	-26.4%	-7.4%	4.5%	-0.5%
COCCC(C(=O)Oc1c(C(C)(C)C)cc(C)cc1C(C)(C)C)c1ccccc1 (stereo not drawn)	8.28µM*	·	·	-9.2%	5.2%	5.22µM*	·
CCCCCn1c(SCCN2CCOCC2)nc2c1c(=O)[nH]c(=O)n2C	-12.5%	10.5	-17.2	-14.8%	?	-0.5%	-2.8%
CC(C)OC(=O)CCc1nc2ccccc2[nH]c1=O	19.6%	-2.0	-12.8	4.0%	-1.7%	·	5.5%
O=c1cc(O)n(Cc2ccc(F)cc2)c(=O)[nH]1	10.0%	-2.1	3.6	-26.4%	5.9%	25.5%	0.4%
Cc1onc(-c2ccccc2Cl)c1C(=O)OCN1C(=O)c2ccccc2C1=O	11.7%	-0.7	-2.4	-3.1%	-7.0%	13.1µM*	1.7%
CC(Cc1ccccc1)/[N+]([O-])=C\c1ccc(C(F)(F)F)cc1 (stereo not drawn)	54.5%[activator]	·	·	9.6%	0.2%	99.1%[activator]	·
COc1ccc(N2CCN(Cc3oc(CO)cc(=O)c3O)CC2)cc1	0.0%	-0.8	2.9	-9.3%	3.8%	·	-2.5%
Cc1c(C)[n+](=O)c2c(n1[O-])C(Br)CCC2Br (stereo not drawn)	3.3%	-2.6	14.3	-11.6%	5.3%	7.8%	-2.9%
CC(CN1C(C)CCCC1C)OC(=O)c1ccccc1Cl (stereo not drawn)	7.3%	0.7	13.1	-6.8%	-0.3%	53.2%[activator]	-2.0%
CCCCN1C(=O)/C(=C2/Sc3ccccc3N2C)S/C1=N\c1ncn[nH]1	7.38µM*	15.3	9.1	-18.7%	-4.1%	39.8%[activator]	5.4%
CC1CCCC(C)N1/N=C/c1cc(Br)cc(Br)c1O (stereo not drawn)	2.4%	0.4	-10.3	-35.3%	0.4%	-8.1%	-2.2%
Clc1ccc(C2=NNC(=NCc3ccccc3)SC2)cc1	?	20.2	73.8*	-55.2%	-12.7%	?	0.0%
O=C(CCCCCn1c(=O)[nH]c2ccsc2c1=O)NCc1cccs1	?	-0.9	-5.1	-33.9%	4.7%	·	4.7%
COc1ccc(-n2c3c(c(=O)[nH]c2=O)C(NS(=O)(=O)c2ccc(Cl)cc2)(C(F)(F)F)C(=O)N3)cc1 (stereo not drawn)	?	0.8	6.3	-0.2%	2.0%	?	4.4%
Cc1ccc(C(=O)COC(=O)c2ccc(Cl)c(N)c2)s1	59.9%[activator]	·	·	-22.4%	-10.1%	27.8%	·
CS(=O)(=O)Cc1ccc(C(=O)Nc2cccc(-c3nc4ccccc4[nH]3)c2)cc1	-43.9%	5.5	16.7	-33.3%	10.9%	8.28µM*	-2.6%
CN1/C(=C\C=C(C#N)C#N)C(C)(C)c2ccccc21	11.1%	6.5	-4.4	-22.6%	-4.1%	?	1.9%
C=CCNC(=O)CCCc1ccccc1	46.7%[activator]	10.8	11.3	-22.3%	-0.1%	?	-0.3%
CC(C)(C)n1nc2c(c1NC(=O)Cc1ccc(F)cc1)CSC2	·	-8.2	-15.1	-20.9%	-3.1%	10.4µM*	17.8%
O=C(CC1C(=O)NCCN1Cc1c(F)cccc1Cl)NCCCn1cccn1 (stereo not drawn)	3.7%	-0.8	10.5	-0.3%	1.0%	2.8%	4.4%
CCc1nc(SCC(=O)N2CCC(Cc3ccccc3)CC2)c2c(=O)n(C)c(=O)n(C)c2n1	36.1%[activator]	-3.3	-1.7	?	·	43.4%[activator]	2.1%
COc1ccc(N2C(=O)C3CCCN3C2c2ccc(C)cc2)cc1 (stereo not drawn)	·	2.9	2.0	-2.1%	0.7%	?	4.9%
COc1cccc(N2CC(=O)N(c3cccc(OC)c3)CC2=O)c1	6.1%	-2.4	-16.7	-16.5%	8.3%	6.4%	0.3%

Reformatted with two lines to a compound: two of the compounds above
Results follow in this order: Pf growth 48h	Cycloheximide cs	Shiga inhibitor	AmpC no deterg	TbPYK inhibitor	Pf growth 96h	LmPK inhibitor
- O=C(CC1C(=O)NCCN1Cc1c(F)cccc1Cl)NCCCn1cccn1 (stereo not drawn)
  3.7%	-0.8	10.5	-0.3%	1.0%	2.8%	4.4%
- CN1/C(=C\C=C(C#N)C#N)C(C)(C)c2ccccc21
  11.1%	6.5	-4.4	-22.6%	-4.1%	?	1.9%
